pPAFAH inh: pPAFAH (human) enzyme inhibition | 330,000 tested, 1.5% active | Q13093 | recombinant pPAFAH, FP-rhodamine probe fluorescence polarization | inhibition, % at 3.39 µM;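 active means inhibition above the mean inhibition across the screen plus 3 SD, cut at about 25% in these data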;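 further: inhibitors block binding of the rhodamine activity-based probe so polarization drops; 0% = enzyme with DMSO and 100% = wells lacking pPAFAH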
Target sequence (Q13093 whole entry, looked up): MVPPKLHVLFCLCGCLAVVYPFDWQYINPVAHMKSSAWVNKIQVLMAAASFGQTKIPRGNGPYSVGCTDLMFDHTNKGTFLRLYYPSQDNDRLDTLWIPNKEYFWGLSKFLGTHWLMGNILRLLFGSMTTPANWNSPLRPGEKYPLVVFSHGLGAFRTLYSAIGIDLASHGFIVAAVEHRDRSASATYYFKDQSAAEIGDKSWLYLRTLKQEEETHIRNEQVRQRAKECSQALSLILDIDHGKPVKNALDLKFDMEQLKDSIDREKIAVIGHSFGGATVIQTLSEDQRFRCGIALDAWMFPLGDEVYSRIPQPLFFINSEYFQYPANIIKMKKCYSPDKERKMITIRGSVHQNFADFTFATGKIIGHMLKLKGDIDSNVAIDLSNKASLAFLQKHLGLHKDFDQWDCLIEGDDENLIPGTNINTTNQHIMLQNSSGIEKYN
LYPLA2 counter: blocks human lysophospholipase 2, a PME1 counter-screen | recombinant LYPLA2, FP-Rh probe fluorescence polarization | inhibition, % at 5.9 µM | 320,000 tested, 0.38% active | O95372;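 active means inhibition above the screen-wide mean plus 3 SD, limit set per campaign, cut at about 26% in these data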;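 further: 0% = LYPLA2 with DMSO and 100% = wells lacking LYPLA2 enzyme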
Target sequence (O95372 whole entry, looked up): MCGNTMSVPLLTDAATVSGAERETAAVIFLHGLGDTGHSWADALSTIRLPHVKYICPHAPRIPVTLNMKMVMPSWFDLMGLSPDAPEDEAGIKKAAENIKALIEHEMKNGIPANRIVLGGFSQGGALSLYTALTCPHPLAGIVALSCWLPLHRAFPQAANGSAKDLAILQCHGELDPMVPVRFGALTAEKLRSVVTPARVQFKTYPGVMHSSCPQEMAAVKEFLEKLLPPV
PAFAH1B2 inh: inhibitors of human PAFAH1B2 | recombinant PAFAH1B2, FP-rhodamine activity probe, fluorescence polarization | inhibition, % at 3.39 µM | 340,000 tested, 1.2% active | AID 492953 | P68402;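 active means inhibition above the mean of all tested compounds plus 3 SD, cut at about 24% in these data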;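 further: 0% = enzyme with DMSO and 100% = wells lacking PAFAH1B2; many of its hits are not listed in these tables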
Target sequence (P68402 whole entry, looked up): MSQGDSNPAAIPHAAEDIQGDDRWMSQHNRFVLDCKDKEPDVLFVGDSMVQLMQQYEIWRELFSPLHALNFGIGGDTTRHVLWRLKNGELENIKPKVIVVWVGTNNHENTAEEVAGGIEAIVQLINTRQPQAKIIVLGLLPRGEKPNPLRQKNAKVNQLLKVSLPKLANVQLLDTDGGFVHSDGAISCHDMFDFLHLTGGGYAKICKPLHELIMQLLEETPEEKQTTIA
ZTA counter: counter-screen for EBNA-1 inhibitors: inhibitors of Epstein-Barr virus ZTA; 320,000 tested, 0.15% active; ZTA-DNA binding, fluorescence polarization; AID 2234; P03206; inhibition, % at 11 µM; in the data active means inhibition above about 33%
EBNA-1 inhibitor: blocks EBNA-1 binding to DNA; EBNA-1 DNA binding, fluorescence polarization; inhibition, % at 14.8 µM; 300,000 tested, 0.34% active; AID 1950; in the data active means inhibition above about 28%
LYPLA1 inh: LYPLA1 (human) inhibition in PME1 counter-screen; recombinant LYPLA1, FP-Rh probe fluorescence polarization; inhibition, % at 5.9 µM; 320,000 tested, 0.16% active; AID 2174;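 active means inhibition above the mean of all tested compounds plus 3 SD, set per campaign, cut at about 14% in these data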;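 further: inhibitors block serine hydrolase probe labeling of LYPLA1 so polarization falls; 0% = enzyme with DMSO and 100% = wells lacking LYPLA1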
PAFAH2 inh: inhibitors of human PAFAH2; recombinant PAFAH2, FP-rhodamine activity probe, fluorescence polarization; 340,000 tested, 0.99% active; inhibition, % at 3.39 µM;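 active means inhibition above the mean over all tested compounds plus 3 SD, cut at about 30% in these data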;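 further: inhibitors block probe labeling of enzyme so polarization drops; 0% = enzyme with DMSO and 100% = wells lacking PAFAH2 protein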
PREPL inh: human PREPL enzyme inhibition | Q4J6C6 | recombinant PREPL, fluorescence polarization activity-based probe | inhibition, % at 5.96 µM | 320,000 tested, 0.68% active; in the data active means inhibition above about 43%;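 further: 0% = enzyme with DMSO and 100% = wells lacking enzyme; many of its hits are not listed in these tables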
PAFAH1B3 FP inh: blocks human PAF acetylhydrolase 1B catalytic subunit 3 | recombinant PAFAH1B3, FP-rhodamine probe, fluorescence polarization | inhibition, % at 3.39 µM | 340,000 tested, 0.28% active | AID 492972;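 active means inhibition above the screen-wide average of all tested compounds plus 3 SD, cut at about 25% in these data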;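 further: 0% = enzyme with DMSO only and 100% = wells lacking PAFAH1B3 protein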
* = called active by the depositor; x = no result given. These rows are one share of the data. The share of hits here may be higher or lower than overall.

SMILES	pPAFAH inh	LYPLA2 counter	PAFAH1B2 inh	ZTA counter	EBNA-1 inhibitor	LYPLA1 inh	PAFAH2 inh	PREPL inh	PAFAH1B3 FP inh
O=C(NCCc1ccccc1)N1CCCC(CNS(=O)(=O)Cc2ccccc2)C1 (stereo not given)	7	0	4	1	-4	12	-5	-8	11
O=C(O)c1ccc([N+](=O)[O-])c(CS(=O)(=O)c2ccccc2)c1	6	5	5	-3	13	5	-7	0	14
COc1ccc(O)c(C(=O)c2cnc3onc(C(C)C)c3c2)c1	0	2	-5	-12	-1	-3	-7	0	-7
Cc1ccc2nc(NC(=O)CSCC(=O)Nc3cc(C)on3)sc2c1	14	9	6	-9	x	5	1	-4	-1
COc1ccc(-c2csc(NC(=O)CCNC(=O)c3ccco3)n2)cc1OC	-1	8	3	-12	x	-1	4	4	3
Cc1c(-c2n[nH]c(=S)n2-c2ccc(C(F)(F)F)cc2)nnn1-c1ccccc1	4	-6	-2	-2	5	3	-3	-2	8
O=C(NCc1ccccc1Cl)c1ccc2nnsc2c1	0	-2	4	0	0	-6	-4	0	5
CC(C(=O)NCCc1ccccc1)N1c2cccc3cccc(c23)S1(=O)=O (stereo not given)	3	2	4	14	1	0	5	-8	7
COc1ccc(S(=O)(=O)N2CCCCC2)cc1NC(=O)CCCNC(=O)c1ccc(Cl)cc1	2	-6	1	-2	x	-1	4	2	-1
CO/N=C/NC(=O)N1OC[C@@H]2COc3ccc4ccccc4c3[C@@H]21	1	0	2	3	3	0	3	-9	2
CCc1ccc(S(=O)(=O)Nc2cc3c(cc2C)n(C)c(=O)n3C)cc1	1	-1	6	11	-8	2	4	3	2
COc1ccc(N2CCN(S(=O)(=O)CCNC(=O)C3CCCCC3)CC2)cc1	4	12	0	-1	-1	2	-3	3	5
CCn1cc(C(=O)OC)c(=O)c2cc(S(=O)(=O)N(C)C3CCCCC3)ccc21	7	-1	13	10	9	-5	6	-3	12
CCCCn1c(N)c(N(CCOC)C(=O)C2CC(=O)N(c3cccc(SC)c3)C2)c(=O)[nH]c1=O (stereo not given)	1	2	8	-5	1	1	4	13	5
COc1ccccc1N1CCN(C(=O)Nc2cccc(C)c2)CC1	1	5	0	-11	3	1	1	10	0
Cc1cccc(/C=N\NC(=O)c2ccc(Cl)cc2)c1O	5	-15	5	8	5	-10	10	4	4
O/N=C/c1ccc(OCc2ccccc2F)c(Cl)c1	1	-6	6	-2	-6	-7	-3	-11	2
COc1cc(OC)cc(C2C(C#N)=C(N)Oc3n[nH]c(-c4cccnc4)c32)c1 (stereo not given)	-2	-8	-1	-13	-5	-1	2	-10	14
C=CCc1cccc(/C=N/NC(=O)c2ccccc2Br)c1O	7	-9	2	-8	4	-7	8	-3	9
CCOc1ccc(N2C(=O)CC(Sc3ncccn3)C2=O)cc1 (stereo not given)	5	4	3	10	-4	1	-5	2	-4
O=C(O)CCNc1nc(-c2ccccc2)nc2ccccc12	3	0	0	3	-5	1	-1	2	-1
COc1ccc(NC(=O)CNC(=O)c2ccco2)cc1S(=O)(=O)Nc1cc(C)ccc1Br	24	x	2	x	x	x	17	9	5
CCCCCC(=O)Nc1nc(C)c(-c2csc(Nc3cc(OC)ccc3OC)n2)s1	40*	-9	9	5	9	-12	8	21	15
COc1cc(C(=O)OC(C)CN2CCCC2)cc(OC)c1OC (stereo not given)	3	4	7	-17	8	-2	8	7	4
CC(=O)c1cccc(NC(=O)COC(=O)c2ccc(S(C)(=O)=O)c([N+](=O)[O-])c2)c1	6	-8	-10	13	5	-14	21	0	1
O=c1c2ccccc2c(C=NC2CCN(Cc3ccccc3)CC2)c(O)n1Cc1ccc2c(c1)OCO2	9	-4	x	8	4	-1	x	11	x
COc1ccc(NC(=O)CCN2CCN(S(=O)(=O)c3cc(Cl)ccc3OC)CC2)cc1	1	9	4	-26	-2	2	3	35	2
Cc1cc(Br)c(NC(=O)CSc2n[nH]c(N)n2)c(Br)c1	1	x	-3	x	x	x	-3	20	0
Cc1cc(NC(=O)COC(=O)CCS(=O)(=O)c2ccc(Cl)cc2)no1	8	-1	14	5	-5	2	-11	0	5
COc1cc(C(=O)N2CCCc3ccccc32)cc(OC)c1OC	3	10	3	-11	-8	5	-5	11	0
O=C(Nc1cc(-c2ccccc2)[nH]n1)c1ccccc1F	-13	8	x	-13	-7	-3	x	12	x
O=C(COC(=O)c1ccccn1)c1cccc(Br)c1	2	-13	-1	11	-4	-4	6	1	-6
CC(NS(=O)(=O)c1cccc(S(=O)(=O)c2ccccc2)c1)C(=O)O (stereo not given)	0	1	10	12	-1	-2	9	2	-3
COCCN1Cc2cccc(C(=O)Nc3ccc(C)cc3)c2C1=O	-1	0	2	-21	-15	3	6	8	7
O=C(CSc1ccccn1)Nc1cccc([N+](=O)[O-])c1	5	1	-1	-8	-4	4	7	-8	3
CC(C(=O)NCc1cccnc1)N1C(=O)c2ccccc2C1=O (stereo not given)	-3	6	4	-6	0	0	-4	-3	1
O=C(Nc1ccccc1)[C@@H]1CCCN1S(=O)(=O)c1ccc(Cl)cc1	3	x	8	x	x	x	-5	16	6
CCOc1ccc(NC(=S)N(Cc2ccc(N(C)C)cc2)Cc2ccco2)cc1	2	3	1	1	-11	-2	-5	6	-4
Cc1c(Cl)c([N+](=O)[O-])nn1CCCC(=O)N1CCN(c2ccccc2)CC1	8	13	1	-11	3	3	5	42	-3
CC(=NCc1ccco1)c1c(C)[nH]n(-c2nc3ccccc3s2)c1=O	-2	-6	2	11	-3	-7	3	-8	4
Cc1cccc(C)c1NC(=O)CNC(=O)c1ccc2c(c1)OCCO2	0	-10	5	-5	x	-3	-3	27	3
O=C1CN(C(=O)COC(=O)/C=C/c2ccc(S(=O)(=O)N3CCOCC3)cc2)c2ccccc2N1	3	6	9	-11	-14	2	4	-2	12
c1csc(-c2nnc(COc3ccc4c(c3)OCO4)o2)c1	9	7	2	7	11	0	-1	11	2
CC(=O)N(NC(N)=O)C(C)CC(=O)C1C(C)C=CCC1(C)C (stereo not given)	8	-3	x	-8	-1	-1	x	4	x
CC1(C)CC2CC(C)(CN2C(=O)CCCN2C(=O)c3ccccc3C2=O)C1 (stereo not given)	4	2	8	6	2	2	5	8	2
O=c1/c(=C\c2cc([N+](=O)[O-])cc([N+](=O)[O-])c2O)sc2nc3ccccc3n12	26*	6	4	7	27*	16*	14	8	1
N/C(=N\OS(=O)(=O)c1cc(Cl)ccc1Cl)c1ccncc1	-1	0	0	-2	-8	-2	-3	2	1
Clc1cc(Cl)c2nc(N3CCOCC3)sc2c1	1	7	3	5	6	0	-2	-14	5
O=C(COC(=O)/C=C/C(=O)N1CCN(c2ccccc2)CC1)NC(c1ccccc1)c1ccccc1	2	9	7	-12	-12	2	7	18	-2
CC(C)C(=O)N1CCC(CN=CC2=C(O)CC(C)(C)CC2=O)CC1	3	0	4	1	7	3	-8	4	4
Cc1cc(C)cc(C(=O)NCC(=O)N2CCN(C(c3ccccc3)c3ccccc3)CC2)c1	-9	-5	5	-13	-3	0	-1	-11	7
CC(C)c1cc2c(c(O)c1O)[C@@]13CCCC(C)(C)C1CC2OC3=O (stereo not given in full)	30*	2	54*	-11	-1	-5	61*	3	12
COc1ccccc1CN(C(=O)CNC(=O)c1ccco1)C(C(=O)NCC1CCCO1)c1ccc(OC)c(OC)c1 (stereo not given)	3	1	2	-3	8	3	-16	3	9
Cn1c(SCC(=O)NCC2CCCO2)nc2scc(-c3ccccc3)c2c1=O (stereo not given)	-4	-5	10	6	x	-1	-6	2	5
CC(Oc1ccc(Cl)cc1Cl)/C(N)=N/O (stereo not given)	3	-1	3	2	-1	-2	-3	-3	11
COc1cccc(/C=C/C(=O)OCC(=O)Nc2cccc(S(=O)(=O)N3CCOCC3)c2)c1OC	3	5	1	3	6	0	59*	-6	-2
O=S(=O)(NCC1CN(S(=O)(=O)c2ccc3c(c2)OCCO3)C1)c1c(F)cccc1F	-6	x	9	x	x	x	1	17	14
Cc1c(Cl)ccc(S(=O)(=O)N2CCN=C2c2ccccc2)c1Cl	6	5	0	2	-2	4	-9	7	-4
CCOCCCNCC(=O)N1CCN(S(=O)(=O)c2ccc(C)cc2)CC1	-1	-5	2	6	-1	2	2	5	2
O=C(NCCCN1CCCC1=O)c1ccccc1OCc1ccc(Cl)cc1Cl	5	x	-2	x	x	x	4	16	4

Further entries follow:
SMILES	pPAFAH inh	LYPLA2 counter	PAFAH1B2 inh	ZTA counter	EBNA-1 inhibitor	LYPLA1 inh	PAFAH2 inh	PREPL inh	PAFAH1B3 FP inh
O=C(/C=C/c1cccc(F)c1)N1CCN(c2ncccn2)CC1	0	-2	6	2	9	-1	-4	-5	6
CCOC(=O)N1CCN(C(=O)CNC(=O)Cn2cnc3ccccc3c2=O)CC1	-5	4	-8	-1	-14	-2	-2	16	12
O=C(NCc1ccc(Cl)cc1Cl)C1CCN(S(=O)(=O)c2ccc3c(c2)OCCCO3)CC1	2	1	11	-7	-12	-3	4	0	-2
O=C(NCCCn1ccnc1)/C(=C\c1cccs1)NC(=O)c1ccco1	-1	-6	0	-16	0	-4	6	-1	-4
O=C(Nc1ccc(N2CCOCC2)cc1)C1(c2ccc(Cl)cc2)CCC1	8	11	80*	-11	6	5	-2	19	-4
COc1ccc(N(C)C(=O)c2ccc3c(Cl)c4c(nc3c2)CCCC4)c(OC)c1	3	-3	6	-7	-2	-1	4	2	9
CCCn1c(C(Cc2ccccc2)NC(=O)COC)nc2ccccc21 (stereo not given)	3	-2	5	7	-7	0	-4	-5	-5
COc1ccc(S(=O)(=O)N(C)CC(=O)Nc2ccccc2OC)cc1C	3	-3	1	12	-5	-4	4	-8	9
CC(C)(C)c1ccc(C(=O)NC(=S)Nc2ccc(N3CCOCC3)cc2)cc1	6	-3	2	14	5	-1	-1	3	16
Cn1nc(-c2ccc(C(=O)Nc3cccc(Cl)c3)cc2)c2ccccc2c1=O	-4	-4	-10	0	5	1	-8	2	-4
CCC(C)Sc1ccc([C@H]2N[C@@](CC(C)C)(C(=O)OC)[C@H]3C(=O)N(CC)C(=O)[C@@H]23)cc1 (stereo not given in full)	3	2	3	-1	0	2	6	7	6
COCC(=O)N1CCN(c2ccc([N+](=O)[O-])cc2)CC1	0	3	8	-16	-11	1	3	6	-4
O=c1c2c3c(sc2nc(N2CCNCC2)n1-c1cccc(Cl)c1)CCCCC3	2	6	x	-7	-5	2	x	20	x
O=C1c2oc3ccccc3c(=O)c2C(c2cccs2)N1CCCN1CCOCC1 (stereo not given)	1	1	-1	-10	4	0	0	10	15
NNC(=O)CCN1CCCCC1	1	1	4	3	-5	0	-3	0	4
CCc1ccc(NC(=O)N(CCCN2CCOCC2)Cc2cccs2)cc1	1	-1	0	5	-6	1	2	-10	3
CCOC(=O)CSc1nc(-c2ccccc2)cc(C(F)(F)F)n1	11	0	1	-23	-11	1	2	-6	-6

Screening data: PubChem, The Scripps Research Institute Molecular Screening Center
